From PubChem
Jurkat NFkB inh – lowers PMA/ionomycin-induced NF-kB signal in Jurkat cells; actives 0.53% (n = 330,000); PMA/ionomycin-induced NF-kB luciferase reporter, luminescence; inhibition, % at 4 µM
Apaf-1 inh – blocks human Apaf-1 apoptosome activity. O14727. reconstituted apoptosome caspase-3 activity, DEVD-Rh110 fluorescence. inhibition, % at 20 µM. actives 0.71% (n = 330,000); active = inhibition of at least 40% at 20 µM;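 note: plate controls were DMSO wells for no effect and DEVD-CHO caspase inhibitor wells for full effect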
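Material: reconstituted apoptosome with Apaf-1, cytochrome c, caspase-9, procaspase-3, dATP. Technique: Rh110 fluorescence intensity. Buffer or medium: pH 7.5 Hepes buffer with CHAPS, BSA, DTT. Times: 30 min plus 50 min, RT.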
697 NFkB inh – lowers PMA/ionomycin-induced NF-kB signal in 697 B cells | 697 B-cell NF-kB luciferase reporter, 16 h | actives 0.33% (n = 330,000) | AID 435022 | inhibition, % at 4 µM; in the data active = inhibition above about 35%
UBC13 polyUb – inhibitors of human UBC13 polyubiquitin chain formation; inhibition, % at 20 µM; actives 0.47% (n = 330,000); TR-FRET; P61088; AID 485273; in the data active = inhibition above about 45%, passing the limit was not always enough
Target sequence (P61088 whole entry, looked up): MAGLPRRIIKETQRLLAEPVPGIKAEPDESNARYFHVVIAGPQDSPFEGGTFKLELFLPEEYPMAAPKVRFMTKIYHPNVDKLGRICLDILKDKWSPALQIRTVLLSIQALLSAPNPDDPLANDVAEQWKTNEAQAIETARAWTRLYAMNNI
CCR6 antagonist – antagonists of human CCR6 receptor; P51684; actives 0.49% (n = 340,000); inhibition, % at 20 µM; CHO-K1 CCR6 PathHunter beta-arrestin, luminescence, CCL20-stimulated;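 active = compounds whose inhibition of the agonist-driven luminescence signal at 20 µM reaches about 50%, limit read from the data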;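 note: cells stimulated with CCL20 at 14 nM final; plate controls were DMSO with CCL20 for no effect and DMSO without agonist for full effect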
Target sequence (P51684 whole entry, looked up): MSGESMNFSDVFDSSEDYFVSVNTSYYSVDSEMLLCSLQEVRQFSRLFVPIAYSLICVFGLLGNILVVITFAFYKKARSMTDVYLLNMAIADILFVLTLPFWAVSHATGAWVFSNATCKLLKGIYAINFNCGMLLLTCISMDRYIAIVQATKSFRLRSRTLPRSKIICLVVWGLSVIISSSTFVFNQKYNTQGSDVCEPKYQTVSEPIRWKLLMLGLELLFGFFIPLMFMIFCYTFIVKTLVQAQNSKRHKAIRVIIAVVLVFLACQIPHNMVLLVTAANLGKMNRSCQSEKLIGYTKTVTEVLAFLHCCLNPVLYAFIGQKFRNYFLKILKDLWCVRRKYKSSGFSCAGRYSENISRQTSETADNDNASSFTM
SENP8 inh – SENP8 protease inhibition; purified SENP8, Z-RLRGG-aminoluciferin cleavage, luminescence; inhibition, % at 10 µM; actives 1.2% (n = 330,000); AID 2540
Gli-Sufu block – blocks Gli-Sufu signaling in a luciferase reporter. Sufu-KO-LIGHT fibroblasts, Gli luciferase reporter luminescence. inhibition, % at 5 µM. actives 0.74% (n = 340,000);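 active = inhibition above about 55%, limit read from the data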;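 note: 0% = DMSO-treated cells and 100% = wells with medium but no cells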
EBI2 block – antagonists of human EBI2 receptor; EBI2 beta-arrestin recruitment, luminescence, 7a,25-OHC stimulated; actives 0.81% (n = 360,000); P32249; AID 651636; inhibition, % at 5 µM; in the data active = inhibition above about 38%;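 note: enzyme fragment complementation signal reports receptor beta-arrestin coupling in cells; 0% = agonist plus DMSO wells and 100% = wells without agonist; some results beyond the cut were filed as inactive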
Target sequence (P32249 whole entry, looked up, the tested form may be a part): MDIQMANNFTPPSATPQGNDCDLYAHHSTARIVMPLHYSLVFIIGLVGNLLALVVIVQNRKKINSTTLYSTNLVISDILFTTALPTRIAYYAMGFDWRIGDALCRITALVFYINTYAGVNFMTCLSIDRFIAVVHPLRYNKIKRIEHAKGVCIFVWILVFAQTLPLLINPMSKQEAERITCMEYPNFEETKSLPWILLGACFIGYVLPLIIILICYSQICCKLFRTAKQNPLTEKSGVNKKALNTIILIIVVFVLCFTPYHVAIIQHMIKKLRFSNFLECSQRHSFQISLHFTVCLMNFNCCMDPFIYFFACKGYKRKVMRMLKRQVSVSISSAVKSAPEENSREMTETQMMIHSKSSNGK
* hit, by the source's call; · = no result given. Cut-off read from the data, not from the text of the source, unless noted: active = inhibition above about 50%; inactive = the rest. Only part of the results is shown, so the mix of outcomes need not match the whole.

SMILES | Jurkat NFkB inh | Apaf-1 inh | 697 NFkB inh | UBC13 polyUb | CCR6 antagonist | SENP8 inh | Gli-Sufu block | EBI2 block
CCN(CC)c1ccc(NC(=O)Nc2ccccc2C(F)(F)F)cc1 | -47 | -5 | -23 | 4 | 0 | -10 | 0 | 9
Cn1c(CO)cnc1SCc1ccc(Cl)cc1 | -23 | 3 | -31 | -6 | -5 | -3 | -7 | -2
O=C(Cn1nc(-c2ccccc2)ccc1=O)NCC1COCCO1 (stereo not drawn) | 3 | -8 | 23 | -5 | -1 | 4 | 0 | -2
CC(=O)NNc1nc(-c2ccccc2)cs1 | 9 | 0 | 13 | -4 | 9 | -2 | -1 | -5
O=C(NC1CCCCC1)C(Cc1ccccc1)NS(=O)(=O)c1cccs1 (stereo not drawn) | 10 | -12 | 16 | -6 | -2 | -7 | -7 | -2
Cc1ccccc1C(=O)c1cccn1CC(=O)NC(C)c1ccccc1 (stereo not drawn) | 16 | 11 | 13 | 3 | 23 | 6 | 8 | 1
Cc1nnc(SCC(=O)NNC(=O)c2ccccc2)n1Cc1ccccc1 | 3 | 1 | -10 | -14 | 1 | -9 | -1 | 0
CC(C)c1ccccc1NC(=O)CSc1n[nH]c(=O)n1C1CC1 | -15 | 4 | -25 | -9 | -6 | 3 | 2 | -4
NS(=O)(=O)c1cccc(NC(=O)CCS(=O)(=O)c2ccc(Cl)cc2)c1 | 8 | -254 | 4 | 18 | 5 | 5 | · | -12
O=C(/C=C/c1ccc(F)cc1)NC(Cc1c[nH]c2ccccc12)C(=O)O (stereo not drawn) | -2 | 5 | 23 | 2 | 3 | 1 | 0 | -4
CN(C(=O)Cn1c(=O)oc2ccccc21)C1CCCCC1 | -4 | -9 | -5 | 8 | -1 | 5 | -1 | -12
Cc1cc(=O)oc2cc(OC(C)C(=O)N3CCCc4ccccc43)ccc12 (stereo not drawn) | 4 | -8 | -10 | 5 | -5 | -4 | 10 | 2
N#Cc1cc(-c2ccccc2)oc1/N=C/c1ccccc1O | -3 | 10 | -23 | -3 | 9 | -4 | 0 | -13
Cc1ccc(NS(=O)(=O)c2ccc(-c3ccc(=O)[nH]n3)o2)cc1N(C)C | -5 | 3 | -15 | -12 | 11 | -11 | -14 | 6
COc1ccccc1-c1cn[nH]c1-c1ccc(OCc2ccc([N+](=O)[O-])cc2)cc1O | 11 | -19 | -4 | 4 | -12 | 1 | 11 | 4
CCCc1nc2c([nH]1)c(=O)n(C)c(=O)n2C | -9 | -1 | 11 | 4 | 1 | 2 | 34 | 7
Oc1ccccc1C1=Nc2ccccc2N=C(c2ccco2)C1 | 8 | 5 | -2 | 15 | 7 | 1 | 1 | 11
CC(=O)c1cc(F)c(N2CCN(C(=O)Cc3ccccc3)CC2)cc1C | -6 | 10 | -8 | -7 | 41 | 1 | 2 | 9
CCOc1ccc(-c2c(C(=O)N/N=C/c3ccoc3)nnn2-c2nonc2N)cc1 | -5 | 20 | -7 | -7 | -4 | -13 | 28 | -4
CCn1c2ccccc2c2cc(NC(=O)CNCc3ccccc3OC)ccc21 | 53* | 28 | -5 | 22 | -9 | -6 | -6 | -9
CC1(C#CC[N+]2(C)CCCCC2)CCC2C(O1)c1ccccc1OC2(C)C (stereo not drawn) | 5 | 13 | -2 | 9 | -1 | 6 | -5 | -5
Cc1ccc2c(C)c(C(=O)Nc3c(C)n(C)n(-c4ccccc4)c3=O)oc2c1 | 11 | -3 | 19 | 13 | -16 | -10 | 6 | 12
COc1ccccc1NC(=O)C1Cc2ccccc2CN1C(=O)c1ccco1 (stereo not drawn) | 5 | 12 | 2 | -1 | 10 | 4 | 23 | 4
Cc1ccc(NC(=O)c2ccc(OC(=S)N3CCOCC3)cc2)cc1 | -35 | 2 | -39 | 2 | 0 | -6 | -67 | 34
NC(=O)c1nc(C(=O)N2CCCCC2)c2ccccc2n1 | -9 | -8 | -26 | -4 | -10 | 3 | -34 | -5
Cc1onc(-c2cccc(Cl)c2Cl)c1C(=O)O/N=C(\N)c1ccc([N+](=O)[O-])o1 | 21 | 13 | -2 | -5 | -8 | 11 | -44 | -11
S=C(NCc1ccccc1)NCc1ccccc1Cl | 1 | -2 | 0 | -6 | 2 | 11 | 47 | 1
CC(=O)Nc1nc2ccc(S(=O)(=O)N3CCCCC3)cc2s1 | 16 | 0 | 1 | 3 | -5 | -2 | 1 | 2
C=CCOc1ccc(/C=C2\C(=N)N3N=C(S(=O)(=O)CC)SC3=NC2=O)cc1OC | -16 | 7 | 4 | -11 | 34 | -6 | -7 | 2
CC(NC(=O)CCc1nnc(-c2ccc(-c3ccccc3)cc2)o1)c1nc2ccccc2[nH]1 (stereo not drawn) | 7 | 7 | -7 | -5 | -7 | -4 | 5 | 0
CCOC(=S)SCC(=O)Nc1ncc(C)s1 | -1 | -9 | 10 | 1 | 32 | -3 | -2 | -20
Cc1cccc(C)c1Nc1nnc(SCC(=O)c2ccc(Br)s2)s1 | 2 | 18 | -15 | -6 | 17 | 2 | 2 | 0
CCN(C[C@H]1N[C@@](Cc2ccccc2)(C(=O)OC)[C@H]2C(=O)N(C)C(=O)[C@@H]12)S(=O)(=O)c1ccc(OC(F)(F)F)cc1 | -7 | 17 | 9 | -3 | 10 | -10 | 5 | -7
Cc1c(NC(=O)COc2cccc(F)c2)c(=O)n(-c2ccccc2)n1C | 3 | -8 | 14 | 4 | -7 | -2 | 31 | -5
CC12c3ccccc3C(c3ccccc31)C1C(=O)N(c3ccncc3)C(=O)C12 (stereo not drawn) | -4 | 9 | 7 | 12 | 16 | 1 | -6 | 7
COc1ccc(OCCCC(=O)Nc2cc(S(=O)(=O)N3CCCCC3)ccc2OC)cc1 | 6 | -9 | 18 | 19 | 12 | 10 | -9 | 12
CC(C)Cc1cc(CN2CCCC(CO)(Cc3cccc(Cl)c3)C2)[nH]n1 (stereo not drawn) | -5 | 11 | -19 | 5 | 13 | -3 | 20 | 3
O=C(NC1CCCCC1)C(c1ccncc1)N(C(=O)c1ccco1)c1ccc(F)cc1 (stereo not drawn) | 7 | -1 | 2 | -1 | 9 | 7 | 28 | -5
O=C(NCN1CCN(c2ccccn2)CC1)c1cnccn1 | -12 | -1 | -57 | -10 | 12 | -8 | 3 | -8
Cc1cc(C)cc(-n2c(C)nc3cc(C(=O)O)ccc32)c1 | -8 | -5 | 1 | 20 | 2 | 5 | 1 | 3
CC1(NC(=O)CC(c2ccccc2)(c2ccccc2)c2ccccc2)CCN(Cc2ccc(-c3ccccc3)cc2)C1=O (stereo not drawn) | -2 | 13 | -9 | 5 | 16 | 8 | 5 | 2
O=C(NCCC(=O)N1CCN(c2ncccn2)CC1)c1ccccc1 | 3 | -11 | -5 | 9 | -2 | -12 | -2 | -6
COc1ccc(/C=N/NC(=O)COc2ccccc2-c2ccccc2)cc1 | 56* | 16 | 20 | -8 | -2 | 1 | 33 | -24
COc1ccccc1NS(=O)(=O)c1ccc(C)c(C(=O)NCC(c2ccco2)N(C)C)c1 (stereo not drawn) | 2 | -6 | 3 | 4 | 1 | -1 | 15 | 9
CC1(C)Cc2c(cnn2-c2ccc(F)cc2)C(NC(=O)Cn2cncn2)C1 (stereo not drawn) | 5 | 11 | 3 | 7 | -11 | -3 | 0 | -8
CC(C)[C@H](NC(=O)[C@H](Cc1ccccc1)n1c(=O)[nH]c2ccccc2c1=O)C(=O)N1CCC[C@@H]1C(=O)O | 8 | 0 | -17 | -8 | -8 | -9 | 3 | -2
Cc1ccc(-n2ncc3c(NNC(=O)c4cccs4)ncnc32)cc1 | -3 | -3 | 11 | 2 | 2 | 6 | 19 | 8
c1ccc(Cn2nnnc2CN2CCCC2)cc1 | 27 | -13 | 3 | 0 | 1 | -10 | 3 | -5
COCCNC(=O)c1cccc(OC2CCN(Cc3ccc(C(C)C)cc3)CC2)c1 | 23 | 6 | -7 | 6 | -8 | 0 | 34 | 4
Clc1cccc(-c2ccc(CNCc3ccccn3)o2)c1 | -13 | 7 | -14 | -2 | 11 | -5 | 0 | 9
COC(=O)C1=C(C(=O)c2ccc(C)cc2)C(c2ccc(O)c(OC)c2)n2nnnc2N1 (stereo not drawn) | 15 | -17 | -17 | -2 | 12 | 1 | 8 | 6
Cc1ccc2c(C)[nH]c(=O)cc2c1 | 3 | 7 | 15 | 4 | 6 | -5 | -3 | -8
COc1cc(OC)cc(C(=O)Nc2cccc(-c3ccc4nncn4n3)c2)c1 | -1 | -14 | 6 | 24 | · | 2 | · | ·
CCn1c(N2CCN(C(=S)Nc3ccc(OC)cc3)CC2)nc2ccccc21 | 10 | -1 | 23 | 8 | 2 | 4 | 25 | 12
CCCSc1nc2ccccc2n1CC(=O)O | -4 | -5 | -17 | -9 | -4 | 6 | · | 0
Cc1ccc(N2CCN(C(=O)c3nn(C)c4c3CS(=O)(=O)c3ccccc3-4)CC2C)cc1 (stereo not drawn) | 11 | 18 | -18 | 0 | 10 | -3 | 20 | 7
O=C(Cc1n[nH]c(=O)c2ccccc12)NCc1ccc(Cl)cc1 | -1 | -6 | 10 | 3 | 4 | -11 | -3 | -8
CCC(=O)N1c2ccc(S(=O)(=O)N3CCN(c4ccccc4Cl)CC3)cc2CC1C (stereo not drawn) | 2 | 9 | 15 | -2 | 13 | 1 | 18 | 7
COc1ccc2nc3ccccc3nc2c1N | -8 | 92* | -19 | -371 | -1 | 53* | -12 | 6
O=C1OCCC1Sc1nc2ccccc2c(=O)n1-c1ccc(F)cc1 (stereo not drawn) | -2 | 5 | -8 | 0 | 14 | -2 | 3 | 2

Records listed so far printed as active in Jurkat NFkB inh:
Structure | Jurkat NFkB inh | 697 NFkB inh | UBC13 polyUb | CCR6 antagonist | SENP8 inh | EBI2 block
CCn1c2ccccc2c2cc(NC(=O)CNCc3ccccc3OC)ccc21 | 53* | -5 | 22 | -9 | -6 | -9
COc1ccc(/C=N/NC(=O)COc2ccccc2-c2ccccc2)cc1 | 56* | 20 | -8 | -2 | 1 | -24

Continued:
SMILES | Jurkat NFkB inh | Apaf-1 inh | 697 NFkB inh | UBC13 polyUb | CCR6 antagonist | SENP8 inh | Gli-Sufu block | EBI2 block
CCCC(=O)Nc1c(-c2ccc(C)cc2)c(=O)c2ccccc2n1C | 1 | -4 | 11 | 1 | 13 | -5 | -4 | -9
CCCn1c(SCC(=O)Nc2nnc(C)s2)nnc1C1CC1 | -7 | -1 | 5 | -4 | 9 | -14 | 6 | 11
CC(=O)n1cc([C@H]2C=C(C(=O)N3CCN(Cc4ccccc4)CC3)O[C@@H](OCCCCO)C2)c2ccccc21 | 7 | 10 | 9 | 28 | 16 | 3 | 30 | 27
Cc1ccc(OCC(=O)Nc2ccncc2)cc1 | 9 | -14 | -8 | 5 | -7 | 0 | 0 | 12
Cc1cccc(N2N=C(C(=O)N3CC(=O)Nc4ccccc43)CCC2=O)c1 | 5 | 5 | 18 | 7 | 6 | 3 | -6 | 5
O=C(NCc1cccc(Cl)c1)c1ccc2c(c1)OCCO2 | 1 | 12 | -7 | -4 | 3 | -9 | 18 | -4
COCC1CCCCN1C(=O)C1CCN(c2nc(-c3ccccc3)nc3c2CCC3)CC1 (stereo not drawn) | 16 | 9 | -11 | 0 | 10 | 5 | 15 | 10
Cc1ccc(-n2c(=O)cc(N3CCC(C)CC3)[nH]c2=O)cc1 | 3 | -7 | 7 | 20 | -1 | -5 | -6 | -4

Some of the entries above, reformatted.
Below each SMILES: Jurkat NFkB inh, Apaf-1 inh, 697 NFkB inh, UBC13 polyUb, CCR6 antagonist, SENP8 inh, Gli-Sufu block, EBI2 block
Cc1ccc(OCC(=O)Nc2ccncc2)cc1
 : 9, -14, -8, 5, -7, 0, 0, 12
Cc1cccc(N2N=C(C(=O)N3CC(=O)Nc4ccccc43)CCC2=O)c1
 : 5, 5, 18, 7, 6, 3, -6, 5
O=C(NCc1cccc(Cl)c1)c1ccc2c(c1)OCCO2
 : 1, 12, -7, -4, 3, -9, 18, -4
COCC1CCCCN1C(=O)C1CCN(c2nc(-c3ccccc3)nc3c2CCC3)CC1 (stereo not drawn)
 : 16, 9, -11, 0, 10, 5, 15, 10
Cc1ccc(-n2c(=O)cc(N3CCC(C)CC3)[nH]c2=O)cc1
 : 3, -7, 7, 20, -1, -5, -6, -4
